IL1B NFkB pot = enhances IL-1B driven NFkB nuclear translocation; HUVEC IL-1B NFkB p65 nuclear translocation imaging; activation, % at 2 µM; 0.3% of 94,000 active;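 active = activation above 40%, about the mean plus 3 SD, also judged a hit on visual image review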;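 note: percent activation is computed from the nuclear over cytoplasmic p65 intensity ratio; values of inactives mirror those of a sister screen read the other way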
IL1B NFkB inh = blocks IL-1B driven NFkB nuclear translocation in HUVEC cells; inhibition, % at 2 µM; HUVEC IL-1B NFkB p65 nuclear translocation imaging; 0.43% of 94,000 active;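 active = inhibition above about 30% together with a positive call from visual inspection of the well image, limit read from the data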;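 note: nuclear over cytoplasmic p65 intensity ratio measured by imaging; 0% = IL-1B stimulated DMSO wells and 100% = unstimulated DMSO wells; values of inactives mirror those of a sister screen read the other way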
PLAP inhibition = inhibition of human placental alkaline phosphatase – biochemical, luminescence, HTS (AID 690). one-dose inhibition, % at 20 µM; IC50 in µM for titrated hits. 0.08% of 96,000 active. purified PLAP, luminescent substrate; higher % means a stronger effect; in the data active = a potency from the dose series; inactive = the rest, 99 in 100 with inhibition below about 30%; note: strong numbers were not always called active
Bcl-B displacement = displacers of TR3 peptide from Bcl-B, primary screen, selectivity assay for Bfl-1 inhibitor project, biochemical, fluorescence polarization. FP displacement of FITC-TR3 peptide from Bcl-B; higher % means a stronger effect. AID 748. 0.11% of 96,000 active. displacement, % at 20 µM, or IC50 in µM where a hit was titrated;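 active = displacement above 50% at 20 µM plus a fluorescence interference ratio under 1.5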;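 note: plate controls were wells without compound for no effect and wells lacking Bcl-B protein for full effect; a part of the inactive calls stands beside numbers as strong as those of hits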
MRP resist rev = compounds reversing MRP-mediated drug resistance; H69AR cells + 2 uM doxorubicin, CellTiter-Glo, 72 h; differential viability (reversal), % at 10 µM; 0.04% of 85,000 active; AID 602;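 active = viability drop by adding the cancer drug above about 55%, with treated viability meeting a 40% cutoff, limit read from the data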;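 note: viability without doxorubicin minus viability with 2 µM doxorubicin for each compound; larger differential means the compound sensitizes cells more to doxorubicin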
MRP resist rev cytotoxicity = recorded beside MRP resist rev, whose call it bears; viability, %; H69AR cells, CellTiter-Glo, 72 h; measured here: cytotoxicity without doxorubicin
MRP resist rev with doxorubicin = also measured in MRP resist rev; calls as there; viability, %; measured here: viability with 2 uM doxorubicin; stronger effect = lower value
IL1B NFkB inh cell count 2 µM = second read-out of IL1B NFkB inh, no call of its own (marks repeat the call); cell count; measured here: cells passing quality filter;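 raw number of nuclei counted in each imaged well without normalization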
IL1B NFkB pot cell count 2 µM = also measured in IL1B NFkB pot; calls as there; cell count; measured here: cells passing quality filter
* = called active by the depositor; . = no result given. An excerpt; count on the stated rates, not on these rows.

SMILES	IL1B NFkB pot	IL1B NFkB pot cell count 2 µM	IL1B NFkB inh	IL1B NFkB inh cell count 2 µM	PLAP inhibition	Bcl-B displacement	MRP resist rev	MRP resist rev cytotoxicity	MRP resist rev with doxorubicin
CCNC(=O)N1CCOCC1	-2	185	2	185	12%	-5%	-6	103	109
O=C(CCCOc1ccc(Cl)cc1Cl)Nc1cccnc1	3	159	-4	159	25%	-2%	.	.	.
Cn1c(=O)[nH]c(=O)c2c1nc(Sc1ccccc1)n2CCc1ccccc1	2	62	-2	62	29%	0%	-12	56	68
Cc1ccc(OCC(=O)N2CCN(C(=O)CCC3CCCC3)CC2)cc1	4	165	-4	165	-25%	1%	-3	97	100
O=C(O)Cn1cnc2scc(-c3cccs3)c2c1=O	8	98	-8	98	.	3%	-2	96	98
N#Cc1ccccc1NCc1ccccc1	7	132	-7	132	9%	5%	.	.	.
Cc1c(C(=O)NCc2ccccc2)c(-c2ccccc2)nn1-c1ccccc1	3	187	-3	187	25%	4%	.	.	.
COc1cc(/C=N\NC(=O)c2ccc(=O)[nH]n2)cc(OC)c1OC	4	151	-4	151	-43%	-9%	.	.	.
COc1ccc(OC)c(NC(=O)CN2CCC(C(=O)c3ccc(C)cc3)CC2)c1	-1	136	1	136	-80%	8%	10	78	68
Cc1ccc(NC(=O)Cn2c(=O)n(CCCCC(=O)NCc3ccco3)c(=O)c3ccccc32)cc1	-8	60	8	60	-21%	4%	-35	60	96
CCC(C)NC(=O)CSc1nnc(-c2ccoc2C)n1CC1CCCO1 (stereo unspecified)	2	148	-2	148	-5%	-2%	-4	90	94
O=[N+]([O-])c1cc(C(F)(F)F)ccc1Sc1ccc2ccccc2n1	0	132	0	132	-2%	-6%	.	.	.
Cc1nn(C)cc1C(=O)NNC(=S)Nc1ccc(Cl)cc1	2	147	-2	147	-121%	12%	.	.	.
COc1ccc(-n2c(Cc3cccn3C)nnc2SCC(=O)NC2CCCC2)cc1	.	.	.	.	-47%	-2%	11	100	89
CCOC(=O)c1ccc(NC(=O)C(CC)CC)cc1	1	111	-1	111	0%	-1%	3	92	89
O=C(Nc1c(C(=O)NCc2ccco2)cnn1-c1ccccc1)c1cccc(F)c1	.	.	.	.	-56%	-10%	13	88	76
CC(C)N(CCO)C(=O)C(c1ccccc1)c1ccccc1	15	180	-15	180	-62%	8%	.	.	.
CC(C)CNC(=O)NC(=O)COc1ncnc2sccc12	-3	111	3	111	-9%	-5%	8	102	94
CCc1nc(SCC(=O)NNC(=O)C(C)C)c2ccccc2n1	.	.	.	.	-99%	-4%	.	.	.
O=C(CCCSc1nc2ccccc2s1)NC1=NCCS1	2	147	-2	147	-45%	0%	4	100	96
Cc1ccc(NC(=O)CN2C(=O)COc3ccc(C)cc32)nc1	.	.	.	.	4%	4%	-5	94	99
Cc1[nH]nc2c1C1(C(=O)Nc3ccc([N+](=O)[O-])cc31)C(C#N)=C(N)O2 (stereo unspecified)	-10	140	10	140	-21%	4%	-23	95	118
Cc1ccc(C(=O)N2CCN(c3ccccc3)CC2)cc1C	.	.	.	.	-20%	-4%	12	93	81
CCOC(=O)N1CCC(N2CCN(S(=O)(=O)c3ccc(C)cc3)CC2)CC1	3	170	-3	170	-36%	0%	-32	29	61
Cc1cccc(CN2CCCC(C(=O)N3CCc4ccccc4C3)C2)c1 (stereo unspecified)	-2	172	2	172	-80%	1%	-14	59	73
Cc1cc(C)c(C#N)c(=N)o1	-2	121	2	121	1%	11%	4	82	77
Cc1ccc(-c2cc(C(=O)NCCCn3ccnc3)c3cc(Br)ccc3n2)o1	-6	98	6	98	-49%	4%	-11	44	55
Brc1ccccc1CN1CCC(N2CCCCC2)CC1	1	159	-1	159	-28%	10%	-9	82	92
Cc1cnc(NC(=O)CSc2nnc(-c3cccs3)n2C)s1	-3	94	3	94	8%	-9%	21	101	80
CCOC(=O)N1CCN(C(=O)Cc2cccs2)CC1	7	65	-7	65	-5%	-4%	10	99	89
O=c1[nH]c(SCc2cccc(Cl)c2)nc2c1CCCC2	-5	193	5	193	9%	-7%	-1	88	88
CC(=O)C1=C(C)OC(N)=C(C#N)C1c1ccco1 (stereo unspecified)	13	218	-13	218	-14%	.	3	93	90
CC(=O)Nc1ccccc1-c1nnc(SCc2ccccc2Cl)[nH]c1=O	1	111	-1	111	-39%	-5%	6	100	94
CCOC(=O)c1cnc(-n2nc(C)cc2C)nc1Nc1cccc(C(C)=O)c1	8	126	-8	126	.	.	-6	59	65
O=c1c2c(nc3n1CCCCC3)-c1ccccc1CC21CCCC1	11	114	-11	114	-28%	1%	-1	86	87
CC1CCc2c(nc3nc[nH]n3c2=O)C1 (stereo unspecified)	.	.	.	.	7%	1%	10	94	84
CCCCOc1ncnc2c1[nH]c1ccc(OC)cc12	3	174	-3	174	-1%	2%	-13	53	66
O=S(=O)(Nc1ccc(N2CCOCC2)cc1)c1cccs1	10	138	-10	138	-19%	6%	-1	97	98
O=C(Nc1cc(Cl)ccc1Cl)C1CC(=O)N(c2ccc(Br)cc2)C1 (stereo unspecified)	23	187	-23	187	22%	2%	-11	54	65
CCN1N=C(c2ccccc2)Cn2c1nc1ccccc12	19	195	-19	195	-68%	-30%	-7	78	84
N#CC(c1ccc(Cl)cc1)c1ncc(C(F)(F)F)cc1Cl (stereo unspecified)	11	131	-11	131	13%	-10%	.	.	.
COc1ccc(CCN(C)Cc2ccc(OC)c(OCc3ccccc3)c2)cc1OC	5	150	-5	150	-30%	3%	.	.	.
CCOc1c2ccc(C(=O)N[C@H](C)C3CCCCC3)cc2nn1CC	5	122	-5	122	-14%	4%	.	.	.
COC(=O)c1ccc(N2C(=O)CC(Sc3n[nH]c(C)n3)C2=O)cc1 (stereo unspecified)	9	185	-9	185	-58%	-15%	9	106	97
CCOc1ccccc1C1C(C#N)=C(N)Oc2cc(C)n(Cc3ccccn3)c(=O)c21 (stereo unspecified)	.	.	.	.	-26%	-6%	4	70	66
CCc1c(C)nc2ncnn2c1N1CCCC(C(=O)NCc2ccco2)C1 (stereo unspecified)	-4	33	4	33	-51%	3%	0	78	78
CCOC(=O)C1C(c2cc(OC)c(OC)c(OC)c2)NC(=S)NC1(O)C(F)(F)F (stereo unspecified)	21	145	-21	145	-5%	-13%	.	.	.
CCCCCn1c(=O)[nH]c2cc(C(=O)O)ccc2c1=O	.	.	.	.	-30%	2%	6	86	80
CC(=O)N1CC(=O)N(OCc2ccccc2)C1c1ccc(Cl)cc1Cl (stereo unspecified)	10	60	-10	60	-16%	-2%	3	94	91
CCCOc1ccccc1Cn1c(=O)oc2ccc(C)cc21	16	188	-16	188	54%	2%	7	96	89

Entries from the list above with two or more sulfur atoms:
SMILES	IL1B NFkB pot	IL1B NFkB pot cell count 2 µM	IL1B NFkB inh	IL1B NFkB inh cell count 2 µM	PLAP inhibition	Bcl-B displacement	MRP resist rev	MRP resist rev cytotoxicity	MRP resist rev with doxorubicin
O=C(O)Cn1cnc2scc(-c3cccs3)c2c1=O	8	98	-8	98	.	3%	-2	96	98
O=C(CCCSc1nc2ccccc2s1)NC1=NCCS1	2	147	-2	147	-45%	0%	4	100	96
Cc1cnc(NC(=O)CSc2nnc(-c3cccs3)n2C)s1	-3	94	3	94	8%	-9%	21	101	80
O=S(=O)(Nc1ccc(N2CCOCC2)cc1)c1cccs1	10	138	-10	138	-19%	6%	-1	97	98

The list goes on:
SMILES	IL1B NFkB pot	IL1B NFkB pot cell count 2 µM	IL1B NFkB inh	IL1B NFkB inh cell count 2 µM	PLAP inhibition	Bcl-B displacement	MRP resist rev	MRP resist rev cytotoxicity	MRP resist rev with doxorubicin
O=C(CSc1nc(O)c(C2CCCCC2)c(=O)[nH]1)Nc1ccc(Cl)cc1	.	.	.	.	-13%	-3%	.	.	.
Cn1c(NC(=O)c2cc(-c3ccc4c(c3)OCO4)nc3ccccc23)cc(=O)n(C)c1=O	-7	128	7	128	-17%	4%	-4	60	64
COc1ccc2nc(SCC(=O)c3ccco3)[nH]c2c1	13	158	-13	158	4%	4%	0	96	96
Cc1ccc(C(=O)Nc2ccc3c(c2)CCC3)o1	.	.	.	.	28%	-6%	-4	84	87
COc1ccccc1C(c1nnnn1CCc1ccccc1)N1CCCCCC1 (stereo unspecified)	10	91	-10	91	-19%	-5%	0	55	55
Cn1c(=O)[nH]c(=O)c2c1nc(N1CCCCCC1)n2CC(N)=O	-6	147	6	147	.	.	1	103	102
CCOC(=O)n1ccc(C(=O)Nc2ccccc2F)n1	28	141	-28	141	0%	-9%	0	78	78
Cc1cccc(C)c1N(CC(=O)NN=C1CCCCCC1)S(C)(=O)=O	12	182	-12	182	-48%	-5%	.	.	.
C=CCn1c(SCC(=O)N2CCN(c3ccc(F)cc3)CC2)nnc1-c1cccs1	27	179	-27	179	4%	0%	8	79	71
CCOC(=O)c1sc(NC(=O)CSc2nc(-c3ccco3)cc(C(F)(F)F)n2)c(C(=O)OC(C)C)c1C	14	134	-14	134	.	.	-1	91	92
CCN(CC)C(=O)c1sc(NC(=O)c2ccc(C)c([N+](=O)[O-])c2)c(C#N)c1C	2	122	-2	122	-15%	-8%	.	.	.
COc1ccc(OC)c(C2/C(=C(/O)c3cnn(-c4ccccc4)c3C)C(=O)C(=O)N2CCN(C)C)c1 (stereo unspecified)	.	.	.	.	.	2%	16	100	84
CC1CCN(CC(=O)NCc2ccccc2)CC1	21	172	-21	172	4%	-4%	7	98	90
CSCCC(=O)Nc1ccc(C(C)=O)cc1	-2	100	2	100	16%	5%	-2	95	97
O=C(C1CC1)N1CCC(c2nc(-c3ccc(S(=O)(=O)NCC4CCCO4)cc3)no2)CC1 (stereo unspecified)	-7	81	7	81	-24%	-7%	-1	91	92
COc1ccc(S(=O)(=O)N2CCC(N3CCCCC3)CC2)cc1	13	116	-13	116	-9%	3%	13	104	91
Nn1c(SCC(=O)N2CCCc3ccccc32)nnc1-c1ccc(Cl)cc1	39	129	-39	129	8%	2%	-6	96	102
CC(C)C(=O)Nc1cccc(C(=O)N2CCCCC2C)c1 (stereo unspecified)	4	203	-4	203	4%	5%	1	98	97
CCCCCNC(=O)c1ccc2c(=O)[nH]c3c(C(=O)NCC4CCCO4)sc(=S)n3c2c1 (stereo unspecified)	-16	130	16	130	-62%	-17%	-7	87	94
COCc1cc(CN2CCCC2)c(O)c2ncccc12	-15	110	15	110	-30%	-2%	-9	23	32
COC(=O)c1ccccc1NC(=S)NC(NC(=O)COc1ccccc1)C(Cl)(Cl)Cl (stereo unspecified)	5	132	-5	132	6%	-13%	.	.	.
O=C(CSc1ccc2ccccc2n1)c1ccc2c(c1)OCO2	6	159	-6	159	17%	2%	17	96	79
Cc1cc(C)cc(NC(=O)CN(C)S(=O)(=O)c2cnc[nH]2)c1	10	156	-10	156	.	.	21	114	93
O=S(=O)(NCCOCCNS(=O)(=O)c1ccccc1)c1ccccc1	6	80	-6	80	6%	0%	-10	81	91
C=C(C)c1cccc(C(C)(C)NC(=O)N2CCN(C)CC2)c1	14	131	-14	131	-36%	-4%	10	105	94
O=C(NCc1ccco1)c1ccc(Br)c(S(=O)(=O)N2CCCCC2)c1	39	127	-39	127	35%	0%	-3	86	89
Cc1cc(C)n2cc(CSc3nnc(N)s3)nc2n1	-3	134	4	134	12%	10%	-7	98	105
Cc1ccccc1NC(=O)C(C#N)Cc1cccnc1 (stereo unspecified)	11	91	-11	91	-3%	2%	-2	93	95
O=C(Nc1ccc(Cl)cc1C(=O)Nc1ccc(Br)cn1)c1ccco1	-9	91	9	91	-2%	-6%	-19	48	67
O=C(CN1CCN(Cc2ccccc2)CC1)c1ccccc1	24	167	-24	167	4%	7%	1	87	86
Cc1nc2ccc(S(=O)(=O)c3ccc4nc(C)[nH]c4c3)cc2[nH]1	-11	146	2	111	-31%	0%	.	.	.

Screening results deposited in PubChem by several laboratories.
